CRFR2-BP antag: antagonists of CRF-BP/CRF-R2 complex, primary screen, cell-based, HEK293, calcium dye fluorescence, uHTS; inhibition, % at 11.8 µM; CRF-induced calcium fluorescence; AID 588475, 2011; 0.59% of 350,000 active;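 active = inhibition of the ligand-induced calcium signal above about 50% at the single tested concentration, limit read from the data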
M5 ag: human M5 muscarinic receptor agonists, primary screen, CHO-K1 cells, Fluo-8 calcium fluorescence | Muscarinic acetylcholine receptor M5 (Homo sapiens), P08912 | CHO-K1 hM5 cells; 0% DMSO wells, 100% maximal acetylcholine response | activation, % at 3 µM | 0.19% of 360,000 active | AID 624037, 2012;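 active = activation above the run's mean over test compounds plus 3 SD, cut at about 23% in these data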;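 note: signal is peak over basal fluorescence ratio across the kinetic read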
CHRM5 PAM: human M5 muscarinic receptor positive allosteric modulators, primary screen, CHO-K1 cells, Fluo-8 calcium fluorescence; 0.3% of 360,000 active; CHO-K1 hM5, ACh EC20 PAM; 0% = ACh EC20, 100% = ACh EC100; activation, % at 3 µM; AID 624038, 2012; Muscarinic acetylcholine receptor M5 (Homo sapiens), P08912;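 active = activation above the run cutoff, the mean activation of all test compounds plus 3 SD, cut at about 18% in these data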
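Measured by: Fluo-8 calcium fluorescence; material: human M5 receptor in CHO-K1 cells; schedule: Post-acetylcholine fluorescence recording 140 s; benchmarks: low control EC20 acetylcholine (0%), high control EC100 acetylcholine (100%); read-out: Max/basal fluorescence ratio as % of EC20–EC100 ACh window; compound: single dose, 3 µM nominal final test concentration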
CRFR2-BP ag: agonists of CRF-BP/CRF-R2 complex, primary screen, cell-based, HEK293, calcium dye fluorescence, uHTS; 0.46% of 350,000 active; calcium dye fluorescence (FLIPR); percent of saturating CRF peptide response; AID 588473, 2011; activation, % at 13.2 µM; CRF-binding protein / CRF receptor 2 complex (human);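 active = activation of at least 50%, plus an integration ratio under a set limit after plate pattern correction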;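 note: plate controls were neutral control wells without compound for no effect and CRF at EC100 for full effect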
CHRM1 PAM: human M1 muscarinic receptor positive allosteric modulators, primary screen, CHO-K1 cells, Fluo-8 calcium fluorescence, 1536-well. Muscarinic acetylcholine receptor M1 (Homo sapiens), P11229. AID 588819, 2011. CHO-K1 hM1, ACh EC20; 0% = ACh EC20, 100% = maximal ACh. activation, % at 3 µM. 0.088% of 360,000 active; in the data active = activation above about 19%, passing the limit was not always enough
Target sequence (P11229 whole entry, looked up): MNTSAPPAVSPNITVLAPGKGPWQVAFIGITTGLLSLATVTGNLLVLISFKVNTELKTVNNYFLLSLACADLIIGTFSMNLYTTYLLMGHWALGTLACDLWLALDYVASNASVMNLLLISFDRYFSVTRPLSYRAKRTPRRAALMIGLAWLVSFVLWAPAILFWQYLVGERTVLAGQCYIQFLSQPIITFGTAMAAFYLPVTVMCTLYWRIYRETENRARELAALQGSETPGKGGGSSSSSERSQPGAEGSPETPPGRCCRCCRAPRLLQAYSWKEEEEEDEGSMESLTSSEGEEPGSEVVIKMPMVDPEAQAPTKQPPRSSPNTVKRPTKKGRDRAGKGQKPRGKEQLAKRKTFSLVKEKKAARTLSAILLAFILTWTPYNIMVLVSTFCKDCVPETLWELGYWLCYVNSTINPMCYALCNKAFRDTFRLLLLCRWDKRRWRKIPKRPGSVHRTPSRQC
M4 ag: human M4 muscarinic receptor agonists, primary screen, CHO-K1 cells, Fluo-8 calcium fluorescence; CHO-K1 hM4/Gqi5; vehicle 0%, full acetylcholine response 100%; Muscarinic acetylcholine receptor M4 (Homo sapiens), P08173; 0.14% of 360,000 active; activation, % at 3 µM;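 active = activation above the run mean over all test wells plus 3 SD, cut at about 32% in these data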;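 note: peak over basal fluorescence ratio per well then scaled between controls; 0% = DMSO wells and 100% = acetylcholine at EC100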
Target sequence (P08173 whole entry, looked up): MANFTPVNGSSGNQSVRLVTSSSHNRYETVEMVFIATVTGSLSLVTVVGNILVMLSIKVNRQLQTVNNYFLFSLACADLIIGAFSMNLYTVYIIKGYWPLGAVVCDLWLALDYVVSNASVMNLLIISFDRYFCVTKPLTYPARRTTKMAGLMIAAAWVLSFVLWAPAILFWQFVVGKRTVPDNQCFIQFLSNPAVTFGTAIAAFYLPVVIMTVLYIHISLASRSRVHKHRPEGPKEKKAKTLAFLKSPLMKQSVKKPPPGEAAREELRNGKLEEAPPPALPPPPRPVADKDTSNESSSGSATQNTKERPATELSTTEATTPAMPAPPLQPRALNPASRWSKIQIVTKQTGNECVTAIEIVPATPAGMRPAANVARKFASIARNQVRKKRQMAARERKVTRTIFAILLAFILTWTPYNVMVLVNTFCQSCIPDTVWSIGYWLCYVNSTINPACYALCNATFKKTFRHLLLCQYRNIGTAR
CHRM4 PAM: human M4 muscarinic receptor positive allosteric modulators, primary screen, CHO-K1 cells, Fluo-8 calcium fluorescence | activation, % at 3 µM | 0.4% of 360,000 active | Muscarinic acetylcholine receptor M4 (Homo sapiens), P08173 | CHO-K1 hM4/Gqi5, ACh EC20; 0% = ACh EC20, 100% = maximal ACh;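 active = activation above its plate's cutoff, the mean activation of sample wells plus 3 SD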; note: some results filed as inactive read as strong as hits
M4 antag: human M4 muscarinic receptor antagonists, primary screen, CHO cells, Fluo-8 calcium fluorescence; Muscarinic acetylcholine receptor M4 (Homo sapiens), P08173; CHO-hM4 cells, ACh EC80; inhibition, % at 3 µM; 0.73% of 360,000 active;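 active = inhibition above its plate's cutoff, the mean inhibition of sample wells plus 3 SD, cut at about 27% in these data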;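 note: 0% = acetylcholine EC80 with DMSO and 100% = DMSO without agonist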
M5 antag: human M5 muscarinic receptor antagonists, primary screen, CHO cells, Fluo-8 calcium fluorescence; 0.59% of 360,000 active; inhibition, % at 3 µM; CHO-hM5 cells, ACh EC80; AID 624040, 2012;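 active = inhibition above a per-plate cutoff, the mean of that plate's test compounds plus 3 SD, cut at about 27% in these data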;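 note: 0% = acetylcholine EC80 with DMSO and 100% = DMSO without agonist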
* = called active by the depositor; · = no result given.

CHRM1 PAM	M5 ag	CHRM5 PAM	M4 antag	CRFR2-BP antag	CHRM4 PAM	CRFR2-BP ag	M4 ag	M5 antag	SMILES
3	3	-33	9	15	-5	0.1	18	16	C[C@@H](C(=O)NCc1ccccc1)[C@H]1C[C@]1(C)[C@H](NC(=O)OCc1ccccc1)c1ccccc1
1	2	-6	-8	·	-8	·	7	1	CC1=C(C(=O)N(C)C)CC(CC(=O)NCc2cccc3ccccc23)C(=O)N1Cc1ccc(C(C)(C)C)cc1 (stereo not drawn)
3	-5	-1	7	-7	-3	2.3	0	9	FC(F)(F)c1cccc(N2CCN(Cc3cccnc3)CC2)c1
6	-2	0	-2	18	3	3.5	0	0	Cc1ccc(C(=O)O)cc1NC(=O)C1=CSCCO1
-2	-5	-3	8	-68	-4	-1.7	0	13	CC(C)(C)NS(=O)(=O)c1ccc2c(c1)oc(=O)c1cc(S(=O)(=O)NC(C)(C)C)ccc12
0	-4	2	-13	·	6	·	-3	-1	Cc1ccc(NC(=O)C2(C)CCN2CCc2ccccc2)cc1 (stereo not drawn)
-5	1	0	-5	3	-2	-0.7	0	0	CCOC(=O)Cn1c(CN2CC(C)OC(C)C2)nc2c1c(=O)n(C)c(=O)n2C (stereo not drawn)
-2	1	-6	7	25	-3	0.9	1	7	COc1cc(NC(=O)c2cccs2)ccc1NC(=O)c1cc2ccccc2o1
5	4	3	3	-62	1	15	5	-4	COc1ccc(C2CC(c3ccc(Cl)cc3Cl)Nc3nc(N)nn32)cc1 (stereo not drawn)
11	0	-4	7	-39	0	1.4	0	-8	Cc1noc(C)c1C(=O)OCC(=O)C12CC3CC(CC(C3)C1)C2
6	0	-4	-9	10	9	-4.5	1	10	O=C(NCCCCc1ccccc1)c1ccc(Br)o1
0	-1	-3	1	7	-1	-1.5	0	6	O=C(O)c1cc(C(=O)C2CCCCC2)c[nH]1
4	-2	-1	-8	4	2	-1.2	1	6	CCCCN(C(=O)Cc1cccc(F)c1)c1c(N)n(CCC)c(=O)[nH]c1=O
3	-3	-1	-9	-52	12	0.2	0	-10	COCc1nnc(NC(=O)CCC2CCCCC2)s1
3	0	-1	-2	-8	-2	0.0	7	12	O=C(Cn1cc(C(=O)C2CC2)c2ccccc21)Nc1ccc(F)cc1
4	2	3	-2	-1	-2	-0.6	0	-6	Cc1ccc(C(=O)CSc2nc(N)cc(=O)[nH]2)cc1
-4	-2	4	-5	-5	12	0.7	-1	4	FC(F)(F)c1ccc(/C=N/N2CCN(Cc3ccccc3)CC2)cc1
1	-3	-1	-8	5	-3	-3.9	0	-3	CC(=O)O[C@]1(C(C)=O)CCC2C3CCC4=C/C(=N/OCC(=O)O)CC[C@]4(C)C3CC[C@@]21C (stereo partly drawn)
5	2	4	-7	7	8	1.3	2	7	COC(C[C@@H]1O[C@H]1[C@@H](O)COCc1ccccc1)OC
8	-2	3	3	-7	-6	-1.1	1	-2	O=C(CN1C(=O)CCSc2ccc(S(=O)(=O)N3CCCC3)cc21)Nc1ccccc1

Individual results from the results shown.
M5 antag, COCc1nnc(NC(=O)CCC2CCCCC2)s1 = -10
M5 ag, Cc1ccc(C(=O)CSc2nc(N)cc(=O)[nH]2)cc1 = 2
M4 antag, O=C(CN1C(=O)CCSc2ccc(S(=O)(=O)N3CCCC3)cc21)Nc1ccccc1 = 3

(cont.)
CHRM1 PAM	M5 ag	CHRM5 PAM	M4 antag	CRFR2-BP antag	CHRM4 PAM	CRFR2-BP ag	M4 ag	M5 antag	SMILES
2	4	-1	9	10	-7	-0.1	4	-3	COCc1ccc(C(=O)N2CCCCC2C(=O)Nc2ccc(-n3nc(C)cc3C)cc2)o1 (stereo not drawn)
-9	5	-1	12	-7	-9	0.6	5	8	CCOC(=O)c1c(C)nc2sc(C(=O)Nc3ccc(C(C)=O)cc3)c(N)c2c1-c1ccc(OC)cc1
-15	-10	-1	24	4	-15	-0.3	0	0	O=[N+]([O-])c1ccc(OS(=O)(=O)Cc2ccccc2)cc1
3	2	0	2	-20	-1	2.7	3	-2	COc1ccc(N2CCN(C(=O)CCNS(=O)(=O)c3cccs3)CC2)cc1
13	-1	2	-5	-7	6	-4.0	2	-3	COCCCNC(=O)Cn1cc(/C=C(\C#N)C(=O)N2CCN(c3ccccc3)CC2)c2ccccc21
5	-17	4	-1	-14	0	-0.3	1	7	COCCn1c(CCc2ccccc2)n[nH]c1=S
6	0	0	-2	-2	4	-1.3	2	7	Cc1ccccc1SCC(=O)Nc1ccc(N2CCOCC2)cc1
6	1	-8	-20	18	5	-1.2	0	-3	Cc1ccc(S(=O)(=O)N2[C@@H](c3ccc(C#N)cc3)C(C(=O)O)=C[C@H]2CC2CCCC2)cc1
-18	-3	-7	30*	-6	-12	0.7	3	12	Cn1cc([C@@H]2C[C@H]3CN(Cc4cccc(Cl)c4)C(=O)[C@]34CCCN24)c2ccccc21
5	-4	3	8	8	-11	0.5	0	-5	CCOCCCNC(=O)NC(=O)CN1CCN(S(=O)(=O)c2ccc3c(c2)OCCO3)CC1
8	1	2	-6	14	4	-0.9	1	-2	O=c1c2c(ncn1Cc1ccccc1)nc1n2CCC1
12	-4	7	-2	3	8	1.3	0	2	Cc1ccsc1C(C(=O)NC(C)(C)C)N(C(=O)c1csnn1)c1ccccc1 (stereo not drawn)
1	1	-6	-2	-4	-5	1.1	2	5	CCc1ccc2[nH]c(=O)c(CN(Cc3ccccc3)Cc3nnnn3Cc3ccco3)cc2c1
2	-2	-4	8	7	-6	-1.4	1	7	COc1ccc(S(=O)(=O)N(C)CC(=O)N2CCC(C(N)=O)CC2)cc1
8	7	-1	-1	·	1	·	8	6	COc1ccc(CNC(=O)Nc2nc(C(N)c3ccccc3)cs2)cc1 (stereo not drawn)
0	1	-1	5	7	13	0.3	1	2	Cc1ccc2cc(C#N)c(N3CCCN(C(=O)C4CCCO4)CC3)nc2c1 (stereo not drawn)
8	-1	-6	-2	-26	1	-1.4	0	1	COC(=O)c1cc(C(=O)Nc2ccc(Cl)cn2)cc([N+](=O)[O-])c1
-10	3	0	-5	-15	-2	-0.1	11	1	COc1cccc(CC(=O)N2CCCC(CO)(Cc3ccc(F)cc3F)C2)c1 (stereo not drawn)
1	2	3	2	7	5	-0.5	2	-5	CC(C)CNC(=S)NNC(=O)c1ccccc1OC(F)F
5	1	-3	1	-16	0	-2.5	0	6	COc1ccc(OC)c(NS(=O)(=O)c2cc(OC)ccc2OC)c1
11	3	2	10	6	-3	3.8	-1	-1	CC1CC(=O)C2=C(C1)Nc1ncnn1C2c1ccccc1 (stereo not drawn)
6	-4	-5	-1	13	-1	-0.1	1	11	Cc1cccc(N(C(=O)c2nsc(Cl)c2Cl)C(C(=O)NC2CCCC2)c2ccc(O)cc2)c1 (stereo not drawn)
2	0	3	5	-2	-3	-2.1	1	-4	CC12CCC(=O)N1C(C(=O)Nc1ccc(SC(F)F)cc1)CS2 (stereo not drawn)
-1	1	-6	8	-8	-6	0.3	4	2	CCC(C)c1ccc(OCC(=O)NNC(=O)C2CCCCC2)cc1 (stereo not drawn)
1	-1	-3	3	11	-8	-2.1	1	4	COC(=O)Nc1ncc(CN2CCc3ccccc3C2)s1
1	0	-1	1	-2	-1	1.7	2	8	COc1ccc(CNC(=O)COC(=O)c2ccccn2)cc1
5	-4	-2	15	-11	1	-0.4	2	2	OCc1ccnc2oc3ccccc3c12
9	-1	1	1	-6	4	1.1	0	-3	CN(CC#CC1(O)c2ccccc2-c2ccccc21)Cc1ccccc1
8	2	9	-9	30	5	1.8	0	-10	NNc1cc(C(=O)O)ccc1Cl
6	-6	-7	-10	30	-5	4.4	3	5	COc1ccc(-n2c(C)cc(C(=O)CN3C(=O)C(=O)N(Cc4ccccc4)C3=O)c2C)cc1
5	0	0	-8	1	3	-3.4	0	0	COc1ccc(-n2c3c(cc(C(=O)N4CCC(C)CC4)c2=O)C(=O)CC(C)(C)C3)cc1
9	-1	2	1	3	1	-2.4	0	1	NS(=O)(=O)c1cccc(NC(=O)CCC(=O)c2cccs2)c1
-1	0	0	11	·	0	·	2	-3	COc1ccccc1-c1cnc(C(O)c2c(C)cc(C)cc2C)[nH]1 (stereo not drawn)
32*	-4	-6	-11	-3	-6	1.6	2	6	COc1ccc(C(C)(C)C)cc1NS(=O)(=O)c1cccc2cccnc12
3	-10	-3	2	4	2	0.3	1	14	CCN1C(=NCCc2ccccn2)N[C@@H](c2cccc(F)c2)C(C(=O)OC)=C1C

Molecules above containing an aryl thioether with sulfur outside any ring (three):
CHRM1 PAM	M5 ag	CHRM5 PAM	M4 antag	CRFR2-BP antag	CHRM4 PAM	CRFR2-BP ag	M4 ag	M5 antag	SMILES
4	2	3	-2	-1	-2	-0.6	0	-6	Cc1ccc(C(=O)CSc2nc(N)cc(=O)[nH]2)cc1
6	0	0	-2	-2	4	-1.3	2	7	Cc1ccccc1SCC(=O)Nc1ccc(N2CCOCC2)cc1
2	0	3	5	-2	-3	-2.1	1	-4	CC12CCC(=O)N1C(C(=O)Nc1ccc(SC(F)F)cc1)CS2 (stereo not drawn)

Screening data deposited in PubChem BioAssay by several laboratories.
